Source: PubChem BioAssay
Bcl-B displacement – displacers of TR3 peptide from Bcl-B, primary screen, selectivity assay for Bfl-1 inhibitor project, biochemical, fluorescence polarization; FP displacement of FITC-TR3 peptide from Bcl-B; higher % means a stronger effect; displacement, % at 20 µM, or IC50 in µM where a hit was titrated; 0.11% of 96,000 active;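 active means displacement above 50% at 20 µM plus a fluorescence interference ratio under 1.5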;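 further: plate controls were wells without compound for no effect and wells lacking Bcl-B protein for full effect; a part of the inactive calls stands beside numbers as strong as those of hits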
PLAP inhibitors HTS – inhibition of human placental alkaline phosphatase – biochemical, luminescence, HTS (AID 690) | purified PLAP, luminescent substrate; higher % means a stronger effect | inhibition, % at 20 µM; hits with a dose series show IC50 in µM | 0.08% of 96,000 active; in the data active means a potency from the dose series; inactive means the rest, 99 in 100 with inhibition below about 30%; further: strong numbers were not always called active
MRP resist rev – MRP-mediated drug resistance reversal | H69AR cells + 2 uM doxorubicin, CellTiter-Glo, 72 h | differential viability (reversal), % at 10 µM | 0.04% of 85,000 active;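 active means viability drop by adding the cancer drug above about 55%, with treated viability meeting a 40% cutoff, limit read from the data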;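 further: viability without doxorubicin minus viability with 2 µM doxorubicin for each compound; larger differential means the compound sensitizes cells more to doxorubicin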
NFkB transloc pot – enhances IL-1B driven NFkB nuclear translocation; HUVEC IL-1B NFkB p65 nuclear translocation imaging; activation, % at 2 µM; 0.3% of 94,000 active;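 active means activation above 40%, about the mean plus 3 SD, also judged a hit on visual image review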;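 further: percent activation is computed from the nuclear over cytoplasmic p65 intensity ratio; values of inactives mirror those of a sister screen read the other way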
IL1B NFkB inh – blocks IL-1B driven NFkB nuclear translocation in HUVEC cells. HUVEC IL-1B NFkB p65 nuclear translocation imaging. inhibition, % at 2 µM. 0.43% of 94,000 active. AID 796;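 active means inhibition above about 30% together with a positive call from visual inspection of the well image, limit read from the data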;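 further: nuclear over cytoplasmic p65 intensity ratio measured by imaging; 0% = IL-1B stimulated DMSO wells and 100% = unstimulated DMSO wells; values of inactives mirror those of a sister screen read the other way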
MRP resist rev cytotoxicity – also measured in MRP resist rev; calls as there; viability, %; H69AR cells, CellTiter-Glo, 72 h; measured here: cytotoxicity without doxorubicin
MRP resist rev with doxorubicin – second read-out of MRP resist rev, no call of its own (marks repeat the call); viability, %; measured here: viability with 2 uM doxorubicin; hits give low values
IL1B NFkB inh cell count 2 µM – recorded beside IL1B NFkB inh, whose call it bears; cell count; measured here: cells passing quality filter;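 raw number of nuclei counted in each imaged well without normalization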
NFkB transloc pot cell count 2 µM – second read-out of NFkB transloc pot, no call of its own (marks repeat the call); cell count; measured here: cells passing quality filter
The depositor's hits bear a star; . = no result given. Not all compounds are listed, so the mix of outcomes need not match the whole.

SMILES | Bcl-B displacement | PLAP inhibitors HTS | MRP resist rev | MRP resist rev cytotoxicity | MRP resist rev with doxorubicin | NFkB transloc pot | NFkB transloc pot cell count 2 µM | IL1B NFkB inh | IL1B NFkB inh cell count 2 µM
Cc1ccc2nc(SCc3nc4c(cnn4-c4ccccc4)c(=O)[nH]3)[nH]c2c1 | -6% | -12% | . | . | . | 5 | 144 | -5 | 144
COc1ccc(/C(N)=N/OC(=O)Cc2ccccc2OC)cc1 | 1% | -9% | . | . | . | 0 | 120 | 0 | 120
N#CCN1CCN(CCC(=O)Nc2ccc(OCc3ccccc3)cc2)CC1 | -9% | -43% | 14 | 108 | 94 | -11 | 52 | 11 | 52
Cc1ccc(C)c(-c2cc(C(=O)Nc3nccs3)c3ccccc3n2)c1 | 5% | -33% | . | . | . | 22 | 179 | -22 | 179
N#Cc1c(-c2ccccc2)nc(N2CCOCC2)[nH]c1=O | . | . | -11 | 105 | 115 | -2 | 97 | 2 | 97
CCCc1nc(NC(C)=O)c(C#N)c(-c2ccco2)c1CC | -7% | -2% | 0 | 86 | 85 | . | . | . | .
CCC(=O)c1c[nH]c(C(=O)NCC2CCCO2)c1 (configuration not stated) | 1% | 0% | . | . | . | -18 | 147 | 18 | 147
COc1cc(/C=C(\C#N)c2[nH]nc(N)c2C#N)cc(OC)c1O | -29% | 1% | -2 | 88 | 90 | 8 | 177 | -8 | 177
O=C(c1cccs1)n1cc(C(=S)N2CCOCC2)c2ccccc21 | -4% | 7% | 31 | 97 | 66 | 21 | 48 | -21 | 48
O=C(Nc1cccc(S(=O)(=O)N2CCOCC2)c1)c1ccco1 | -9% | -9% | . | . | . | 14 | 137 | -14 | 137
COc1ccc(NC(=S)Nc2ccc(Oc3ccccc3)cc2)cc1 | -1% | -30% | . | . | . | -9 | 111 | 9 | 111
Cc1ccc(-c2nc(CS(=O)CC(=O)NCCC(C)C)c(C)o2)cc1 (configuration not stated) | 10% | -58% | 17 | 99 | 81 | . | . | . | .
Cn1cc(-c2nnnn2-c2ccc(Cl)cc2)c(=O)c2ccccc21 | -8% | 14% | . | . | . | 3 | 132 | -3 | 132
CC(C)CNc1nc(Oc2ccc(=O)n(-c3ccccc3)n2)nc(N2CCOCC2)n1 | 4% | -16% | -7 | 80 | 87 | -14 | 191 | 14 | 191
COc1ccc(OCc2nnc(SCC(=O)NCc3ccco3)o2)cc1 | -3% | 17% | -1 | 89 | 90 | 3 | 79 | -3 | 79
CC(C)(C)OC(=O)N[C@@H](Cc1ccccc1)c1nnc(S(=O)(=O)Cc2cccc(F)c2)o1 | 2% | -78% | -1 | 1 | 2 | -14 | 109 | 14 | 109
COc1ccc(CNC(=O)C23CN(Cc4ccccc4)CC2C(c2ccc([N+](=O)[O-])cc2)=NO3)cc1 (configuration not stated) | 14% | -13% | . | . | . | -6 | 178 | 6 | 178
Cc1ccc(S(=O)(=O)N/N=C/c2ccc(OS(=O)(=O)c3ccc(C)c([N+](=O)[O-])c3)cc2)cc1 | -7% | -33% | . | . | . | 6 | 181 | -6 | 181
CC(C)Oc1ccc(NC(=O)Oc2ccccc2)cc1 | 13% | 15% | 3 | 96 | 94 | 17 | 104 | -17 | 104
O=C(OCC1COc2ccccc2O1)c1ccccc1F (configuration not stated) | 4% | 21% | 0 | 96 | 96 | -6 | 66 | 6 | 66
COc1cccc(NC(=O)N2CCCC(C(=O)Nc3ccccc3OC)C2)c1 (configuration not stated) | -8% | 5% | 6 | 96 | 90 | 10 | 144 | -10 | 144
Cc1ccccc1OCCNC(=O)c1ccccc1Sc1ccccc1C#N | 2% | 13% | . | . | . | 2 | 191 | -2 | 191
COc1ccc(OCCN2CCN(C3CC(=O)N(CCC(C)C)C3=O)CC2)cc1 (configuration not stated) | -5% | -81% | 9 | 108 | 99 | 1 | 134 | -1 | 134
Cc1c(C#N)c2ncnc(-c3ccccc3)c2n1-c1ccccc1 | -5% | 0% | 21 | 45 | 25 | 9 | 139 | -9 | 139
Cc1cccc(C)c1NC(=O)c1cc(S(=O)(=O)N2CCOCC2)ccc1F | . | . | -4 | 85 | 89 | -2 | 167 | 2 | 167
CCn1c(SCC(=O)Nc2ccc(C)cc2)nnc1-c1ccc(O)cc1 | . | . | -5 | 88 | 93 | 5 | 150 | -5 | 150
COC(=O)c1ccc(NC(=O)CCn2c(=O)oc3ccccc32)cc1 | 0% | 3% | -3 | 82 | 84 | -1 | 120 | 1 | 120
CCCCN(CC)C(=O)Cc1cn(C)c2ccccc12 | 9% | -63% | 9 | 87 | 78 | 20 | 187 | -20 | 187

Limited to NFkB transloc pot cell count 2 µM and IL1B NFkB inh cell count 2 µM (2 entries from above):
Compound | NFkB transloc pot cell count 2 µM | IL1B NFkB inh cell count 2 µM
CCn1c(SCC(=O)Nc2ccc(C)cc2)nnc1-c1ccc(O)cc1 | 150 | 150
CCCCN(CC)C(=O)Cc1cn(C)c2ccccc12 | 187 | 187

In a second layout: entries from further up
SMILES	Bcl-B displacement	PLAP inhibitors HTS	MRP resist rev	MRP resist rev cytotoxicity	MRP resist rev with doxorubicin	NFkB transloc pot	NFkB transloc pot cell count 2 µM	IL1B NFkB inh	IL1B NFkB inh cell count 2 µM
COc1ccc(OCc2nnc(SCC(=O)NCc3ccco3)o2)cc1	-3%	17%	-1	89	90	3	79	-3	79
CC(C)(C)OC(=O)N[C@@H](Cc1ccccc1)c1nnc(S(=O)(=O)Cc2cccc(F)c2)o1	2%	-78%	-1	1	2	-14	109	14	109
COc1ccc(CNC(=O)C23CN(Cc4ccccc4)CC2C(c2ccc([N+](=O)[O-])cc2)=NO3)cc1 (configuration not stated)	14%	-13%	.	.	.	-6	178	6	178
Cc1ccc(S(=O)(=O)N/N=C/c2ccc(OS(=O)(=O)c3ccc(C)c([N+](=O)[O-])c3)cc2)cc1	-7%	-33%	.	.	.	6	181	-6	181
CC(C)Oc1ccc(NC(=O)Oc2ccccc2)cc1	13%	15%	3	96	94	17	104	-17	104
O=C(OCC1COc2ccccc2O1)c1ccccc1F (configuration not stated)	4%	21%	0	96	96	-6	66	6	66
COc1cccc(NC(=O)N2CCCC(C(=O)Nc3ccccc3OC)C2)c1 (configuration not stated)	-8%	5%	6	96	90	10	144	-10	144
Cc1ccccc1OCCNC(=O)c1ccccc1Sc1ccccc1C#N	2%	13%	.	.	.	2	191	-2	191
COc1ccc(OCCN2CCN(C3CC(=O)N(CCC(C)C)C3=O)CC2)cc1 (configuration not stated)	-5%	-81%	9	108	99	1	134	-1	134
Cc1c(C#N)c2ncnc(-c3ccccc3)c2n1-c1ccccc1	-5%	0%	21	45	25	9	139	-9	139
Cc1cccc(C)c1NC(=O)c1cc(S(=O)(=O)N2CCOCC2)ccc1F	.	.	-4	85	89	-2	167	2	167
CCn1c(SCC(=O)Nc2ccc(C)cc2)nnc1-c1ccc(O)cc1	.	.	-5	88	93	5	150	-5	150
COC(=O)c1ccc(NC(=O)CCn2c(=O)oc3ccccc32)cc1	0%	3%	-3	82	84	-1	120	1	120
CCCCN(CC)C(=O)Cc1cn(C)c2ccccc12	9%	-63%	9	87	78	20	187	-20	187
